High-throughput results as filed in PubChem.
ERa SRC1 inh: ERα–SRC-1 coactivator interaction inhibitors, primary screen, biochemical, TR-FRET, ERα LBD, estradiol-bound; Estrogen receptor (Homo sapiens), P03372; TR-FRET ER-alpha LBD / SRC-1 peptide; inhibition, % at 25.6 µM; 86,000 compounds, 1.7% hits; AID 629, 2007; in the data active means inhibition above about 50%;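 further: 0% = receptor plus peptide control and 100% = peptide only without receptor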
ERa SRC1 pot: enhancers of ERα–SRC-1 coactivator binding, primary screen, biochemical, TR-FRET, ERα LBD, low estradiol. TR-FRET ERalpha-LBD/SRC-Cy5 coactivator binding, 2 h; 100 = basal binding, no effect. 86,000 compounds, 1.3% hits. Estrogen receptor (Homo sapiens), P03372. coactivator binding (% of control), % at 25.6 µM; in the data active means activity above about 200%;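 further: binding measured in presence of low estradiol as agonist stimulus; 0% = peptide alone without receptor and 100% = receptor with peptide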
Mac1 fbg inh: inhibitors of CD11b/CD18 adhesion to fibrinogen, primary screen, K562 cells, luminescence. Integrin beta-2 (Homo sapiens) + Integrin alpha-M (Homo sapiens), P05107+P11215. inhibition, % at 10 µM. ATPlite luminescence; Mn2+ added to activate the integrin. 93,000 compounds, 0.54% hits. AID 1497, 2009;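 active means primary inhibition of 50% or more at 10 µM, then 40% or more on retest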; further: some results filed as inactive read as strong as hits
ERb SRC1 inh: inhibitors of ERβ-SRC1 coactivator interaction, primary screen, biochemical, TR-FRET, ERβ LBD, SRC-1 peptide | inhibition, % at 25.6 µM | Estrogen receptor beta (Homo sapiens), Q92731 | TR-FRET ER-beta LBD / SRC1-Cy5 peptide binding; receptor agonist-loaded with 1 µM estradiol | 86,000 compounds, 1.3% hits | AID 633, 2007;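 active means compounds whose percent inhibition of the receptor-coactivator binding signal exceeds about 50% in the single-dose screen, limit read from the data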;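 further: 0% = receptor plus peptide wells without compound and 100% = peptide-only wells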
Target sequence (Q92731 whole entry, looked up, the tested form may be a part): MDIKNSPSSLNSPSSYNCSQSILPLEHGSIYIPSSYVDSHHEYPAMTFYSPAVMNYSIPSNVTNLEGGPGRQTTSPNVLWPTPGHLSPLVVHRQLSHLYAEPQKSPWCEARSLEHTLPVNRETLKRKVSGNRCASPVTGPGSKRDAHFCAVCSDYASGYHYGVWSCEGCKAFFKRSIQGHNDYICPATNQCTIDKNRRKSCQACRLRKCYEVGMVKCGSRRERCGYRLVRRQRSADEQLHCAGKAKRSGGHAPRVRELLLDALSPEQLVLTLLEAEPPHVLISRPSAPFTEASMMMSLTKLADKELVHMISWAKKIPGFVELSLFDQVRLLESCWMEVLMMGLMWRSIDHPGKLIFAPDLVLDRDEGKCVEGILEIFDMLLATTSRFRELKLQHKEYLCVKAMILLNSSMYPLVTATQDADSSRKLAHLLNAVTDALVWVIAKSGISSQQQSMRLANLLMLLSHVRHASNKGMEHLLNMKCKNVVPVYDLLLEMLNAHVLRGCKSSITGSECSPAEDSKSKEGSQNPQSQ
PLAP act: PLAP enzyme activators, biochemical, luminescence, HTS; Alkaline phosphatase, placental type (Homo sapiens), P05187; purified PLAP enzyme, luminescent substrate read-out; active compounds read high; activation fold at 20 µM; 96,000 compounds, 1.2% hits; AID 696, 2007; in the data active means activation fold above about 2
FAK blocker: FAK kinase inhibitors, primary screen, biochemical; 97,000 compounds, 0.84% hits; biochemical FAK kinase activity assay; AID 727, 2007; Focal adhesion kinase 1 (Homo sapiens), Q05397; inhibition, %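 (tested at 7 µM)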; in the data active means inhibition above about 19%;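 further: 0% = DMSO and 100% = reference compound high control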
MT1-MMP txn act: MT1-MMP promoter reporter activation – cell-based, luciferase luminescence, primary screen; HT1080 MT1-MMP promoter luciferase reporter, overnight; active compounds read high; activation factor at 10 µM; 86,000 compounds, 0.16% hits; AID 750, 2007;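 active means activation factor of at least 2 for MT1-MMP transcription at 10 µM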
CD11b adhes enh: enhancers of CD11b/CD18 adhesion to fibrinogen, primary screen, K562 cells, luminescence. Integrin beta-2 (Homo sapiens) + Integrin alpha-M (Homo sapiens), P05107+P11215. ATPlite luminescence. activation, % at 10 µM. 93,000 compounds, 0.07% hits. AID 1499, 2009;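 active means 10 µM primary screen giving 50% or more activity, confirmed by 40% or more on retest at that dose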; further: strong numbers were not always called active; reference of the scale not given here
Ecoli WT expand: growth inhibitors of wild-type E. coli, primary screen, strain BW25113, expanded library, OD600; growth inhibition, % at 100 µM; AID 710, 2007; OD600 absorbance; 98,000 compounds, 0.15% hits;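 active means growth inhibition above about 50% at one test dose, limit read from the data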;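 further: growth measured after 20 h incubation at 37 °C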
* hit, by the source's call; · = no result given; [ ] = remark or other dose. Some of the compounds tested; count on the stated rates, not on these rows.

SMILES	ERa SRC1 inh	ERa SRC1 pot	Mac1 fbg inh	ERb SRC1 inh	PLAP act	FAK blocker	MT1-MMP txn act	CD11b adhes enh	Ecoli WT expand
CCn1cc(C(=O)O)c(=O)c2cc(F)c(N3CCNCC3)nc21	-5	108[fluorescence artefact?]	·	-3	·	·	1.1	·	·
Cc1cccc(C)c1NC(=O)C1CCCCN1C (stereo unspecified)	0	104	·	2	·	·	1.1	·	·
CCCCC1C(=O)N(c2ccccc2)N(c2ccccc2)C1=O	92*	16[fluorescence artefact?]	·	83*[fluorescence artefact?]	·	·	1.1	·	·
Cc1cccc2c1NC(=O)/C2=C\C(=O)c1cccs1	-6	89[fluorescence artefact?]	2	-3	0.9	-3	1.2	-4	-5
C[C@@H]1C[C@H]2[C@@H]3C[C@H](F)C4=CC(=O)C=C[C@]4(C)[C@@]3(F)[C@@H](O)C[C@]2(C)[C@@]1(O)C(=O)COC(=O)C(C)(C)C	-8	126	·	-2	·	·	1.1	·	·

Structures listed above marked active in ERb SRC1 inh:
SMILES	ERa SRC1 inh	ERa SRC1 pot	Mac1 fbg inh	ERb SRC1 inh	PLAP act	FAK blocker	MT1-MMP txn act	CD11b adhes enh
CCCCC1C(=O)N(c2ccccc2)N(c2ccccc2)C1=O	92*	16[fluorescence artefact?]	·	83*[fluorescence artefact?]	·	·	1.1	·

As entered above.
Ecoli WT expand result of `Cc1cccc2c1NC(=O)/C2=C\C(=O)c1cccs1` → -5
ERa SRC1 pot result of `Cc1cccc(C)c1NC(=O)C1CCCCN1C` (stereo unspecified) → 104

Complete entries as entered above. Order of screens: ERa SRC1 inh, ERa SRC1 pot, Mac1 fbg inh, ERb SRC1 inh, PLAP act, FAK blocker, MT1-MMP txn act, CD11b adhes enh, Ecoli WT expand
Listed for CCn1cc(C(=O)O)c(=O)c2cc(F)c(N3CCNCC3)nc21 : -5, 108[fluorescence artefact?], ·, -3, ·, ·, 1.1, ·, ·
Listed for Cc1cccc(C)c1NC(=O)C1CCCCN1C (stereo unspecified) : 0, 104, ·, 2, ·, ·, 1.1, ·, ·
